Scp-1 inhibitor = Scp-1 phosphatase inhibitors, primary screen, biochemical, colorimetric, uHTS; Carboxy-terminal domain RNA polymerase II polypeptide A small phosphatase 1 (Homo …; Recombinant Scp1, phosphopeptide, malachite green phosphate absorbance; inhibition, % at 20 µM; 340,000 tested, 0.88% active; AID 493091, 2011;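 active = inhibition above about 50% at 20 µM, limit read from the data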;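 also: plate controls were DMSO wells with enzyme for no effect and wells lacking enzyme for full effect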
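Test system: SCP-1 phosphatase catalytic domain, residues 76-261 | Compound dosing: One concentration, 20 µM, with 1.0% DMSO | Schedule: 45 min room-temperature reaction, 5 min colour, 30 min stabiliser | Detection: Absorbance at 630 nm | Read-out basis: % inhibition of SCP-1 phosphate liberation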
DNMT1 block = human DNMT1 methyltransferase inhibitors, primary screen, biochemical, molecular beacon, fluorescence, HinP1I cleavage, uHTS; 360,000 tested, 0.83% active; inhibition (reported as % activation of signal), % at 10 µM; AID 588458, 2011; DNA (cytosine-5)-methyltransferase 1 (Homo sapiens), P26358; in the data active = inhibition above about 50%
CSN deneddyl inh = inhibitors of CSN-mediated cullin deneddylation, primary screen, biochemical, fluorescence polarization, uHTS; AID 651999, 2013; Purified CSN, SCF-Nedd8-OG deneddylation; 360,000 tested, 0.38% active; inhibition, % at 12.5 µM; COP9 signalosome complex subunit 5 (Homo sapiens), Q92905;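 active = pattern-corrected inhibition above about 35%, with an unprinted fluorescence ratio check between 0.5 and 1.5, limit read from the data, passing the limit was not always enough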;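 also: 0% = enzyme with substrate and 100% = substrate without enzyme; some results filed as inactive read as strong as hits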
Target sequence (Q92905 whole entry, looked up, one chain of several): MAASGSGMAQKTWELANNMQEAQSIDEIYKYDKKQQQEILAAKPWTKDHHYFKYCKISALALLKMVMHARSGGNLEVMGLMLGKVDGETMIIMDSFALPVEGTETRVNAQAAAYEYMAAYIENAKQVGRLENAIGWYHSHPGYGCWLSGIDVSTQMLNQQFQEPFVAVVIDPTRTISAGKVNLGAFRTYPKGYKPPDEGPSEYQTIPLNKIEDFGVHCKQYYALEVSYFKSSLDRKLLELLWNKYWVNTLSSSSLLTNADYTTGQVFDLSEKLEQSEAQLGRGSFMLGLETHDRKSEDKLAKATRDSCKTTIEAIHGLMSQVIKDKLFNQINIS
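Assay system: Purified human Csn5 enzyme expressed in HEK293T cells | Amount: Enzyme 0.24 nM | Measured by: Fluorescence polarization readout | Medium: Tris/NaCl/DTT buffer, pH 7.5 | Compound dosing: One concentration, 12.5 µM, 0.25% DMSO | Times: 90 min incubation of compound, enzyme and substrate at room temperature | Control set: no-enzyme wells high, enzyme-with-substrate wells low | Read-out: % inhibition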
TbMetRS inhib = T. brucei MetRS inhibitors, primary screen, biochemical, luminescence | purified T. brucei MetRS, ATP depletion, Kinase-Glo luminescence | inhibition, % at 11.9 µM | 360,000 tested, 0.4% active | AID 624268, 2012;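 active = inhibition above a per-plate cutoff of the control wells' mean inhibition plus 3 SD, cut at about 5.5% in these data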;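 also: 0% = DMSO wells median and 100% = median of wells with control inhibitor compound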
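Material: parasite MetRS enzyme / Replication: singlicate, one well per compound / Signal: luminescence of leftover ATP / Schedule: 2 h aminoacylation at 25 °C after 15 min preincubation / Medium: HEPES-MgCl2-KCl buffer plus DTT, spermine, BSA, pyrophosphatase / Doses: 11.9 µM single point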
LMPTP block = LMPTP phosphatase inhibitors, primary screen, biochemical, fluorescence intensity, uHTS. Low molecular weight phosphotyrosine protein phosphatase (Homo sapiens), P24666. recombinant LMPTP-A, OMFP fluorogenic substrate. inhibition, % at 20 µM. 360,000 tested, 0.22% active. AID 651560, 2012;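 active = compounds that cut the enzyme signal by at least half of the control window in the single-dose screen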;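 also: plate controls were DMSO wells with enzyme plus substrate for no effect and substrate without enzyme for full effect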
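Test system: LMPTP-A, protein tyrosine phosphatase of low molecular weight; Input: 0.625 nM enzyme; Incubation: 50 min dark incubation at room temperature; Signal: endpoint fluorescence intensity from OMFP dephosphorylation; Read-out basis: % inhibition versus control wells.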
NadD inh = inhibitors of S. aureus NadD, primary screen, biochemical, colorimetric, uHTS | Nicotinate-nucleotide adenylyltransferase NadD (Staphylococcus aureus N315) | purified NadD enzyme, colorimetric absorbance read-out | inhibition, % at 20 µM | 360,000 tested, 0.78% active; in the data active = inhibition above about 26%; also: some compounds past the cut are filed as inactive
SUMO1-SIM PPI = modulators of SUMO1 protein-protein interactions, primary screen, biochemical, uHTS. Small ubiquitin-related modifier 1 (Homo sapiens), P63165. SUMO1 binding to a labelled peptide, TR-FRET, 1 h. inhibition, % at 20 µM. 360,000 tested, 0.33% active. AID 602429, 2012; in the data active = inhibition above about 37%
Target sequence (P63165 whole entry, looked up): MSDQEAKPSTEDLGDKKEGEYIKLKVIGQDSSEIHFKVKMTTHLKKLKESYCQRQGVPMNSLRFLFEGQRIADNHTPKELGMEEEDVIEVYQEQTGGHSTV
Rpn11 inh = Rpn11 (PSMD14) deubiquitinase inhibitors, primary screen, biochemical, fluorescence polarization, uHTS | 26S proteasome non-ATPase regulatory subunit 14 (Homo sapiens), O00487 | 360,000 tested, 0.59% active | calls only at 20 µM | human 26S proteasome, Ub4-pepOG fluorescence polarization; 20S core pre-blocked with epoxomicin;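 active = inhibition at 20 µM, scaled to each plate's controls, above about 33%, limit read from the data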
MLLE-PAM2 inh = inhibitors of PABP1 MLLE–PAM2 peptide binding, primary screen, biochemical, fluorescence polarization, FITC-PAM2, GST-MLLE; Polyadenylate-binding protein 1 (Homo sapiens), P11940; inhibition, % at 20 µM; AID 588489, 2011; 360,000 tested, 0.36% active; in the data active = inhibition above about 35%, passing the limit was not always enough;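 also: plate controls were DMSO wells with GST-MLLE for no effect and wells lacking GST-MLLE protein for full effect; some results filed as inactive read as strong as hits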
Target sequence (P11940 whole entry, looked up): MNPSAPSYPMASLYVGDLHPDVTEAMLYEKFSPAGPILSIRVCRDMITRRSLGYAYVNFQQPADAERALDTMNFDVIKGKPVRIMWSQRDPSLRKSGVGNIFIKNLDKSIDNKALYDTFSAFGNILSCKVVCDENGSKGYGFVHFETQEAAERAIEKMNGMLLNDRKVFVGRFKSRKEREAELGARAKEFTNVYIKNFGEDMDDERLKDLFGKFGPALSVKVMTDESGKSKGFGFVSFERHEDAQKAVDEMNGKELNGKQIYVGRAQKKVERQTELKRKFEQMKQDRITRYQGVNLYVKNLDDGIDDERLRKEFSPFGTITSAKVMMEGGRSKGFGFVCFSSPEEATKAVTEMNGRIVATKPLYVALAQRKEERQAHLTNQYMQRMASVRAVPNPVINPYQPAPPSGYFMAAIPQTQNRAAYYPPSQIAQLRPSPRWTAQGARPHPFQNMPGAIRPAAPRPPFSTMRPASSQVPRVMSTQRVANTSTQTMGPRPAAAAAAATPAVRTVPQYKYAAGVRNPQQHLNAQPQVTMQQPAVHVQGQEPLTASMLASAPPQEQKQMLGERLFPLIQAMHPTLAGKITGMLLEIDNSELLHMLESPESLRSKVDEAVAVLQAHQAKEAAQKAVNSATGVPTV
STEP inh = STEP phosphatase inhibitors, primary screen, biochemical, fluorescence intensity, uHTS | 360,000 tested, 0.25% active | Tyrosine-protein phosphatase non-receptor type 5 (Homo sapiens), P54829 | inhibition, % at 20 µM | recombinant STEP, OMFP fluorogenic substrate | AID 588621, 2011;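 active = inhibition at 20 µM, scaled per plate between control wells, above about 37%, limit read from the data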;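 also: 0% = DMSO with enzyme and substrate and 100% = substrate only without enzyme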
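Assay system: isolated STEP enzyme / Timing: 20 min at room temperature, dark / Doses: 20 µM, 1% DMSO / Technique: fluorescence intensity, excitation 480 nm, emission 540 nm / Reagent: fluorogenic phosphatase substrate OMFP at 25 µM final / Measure: percent inhibition scaled to no-enzyme and uninhibited-enzyme controls, plate-pattern corrected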
* hit, by the source's call; i = inactive; · = not tested or not shown.

SMILES	Scp-1 inhibitor	DNMT1 block	CSN deneddyl inh	TbMetRS inhib	LMPTP block	NadD inh	SUMO1-SIM PPI	Rpn11 inh	MLLE-PAM2 inh	STEP inh
CCC(CO)NCc1cc(OC)c(OCC(=O)NCCc2ccccc2)cc1Br (stereo not drawn)	-8	8	0	-0.2	-1.6	-4	0	i	1	3
CC/C(=N/Nc1ccccc1C)c1cnnc(SC)n1	-7	1	0	-0.7	-2.7	-8	-4	i	18	2
CCC(C)Sc1nc2c(cnn2-c2ccccc2)c(=O)[nH]1 (stereo not drawn)	-13	4	3	-0.6	0.0	3	3	i	4	-1
Cc1cc2cc(C(c3nnnn3C(C)(C)C)N(Cc3ccco3)CC3CCCO3)c(=O)[nH]c2cc1C (stereo not drawn)	-9	-2	7	-0.6	-0.9	8	-1	i	-2	1
CSc1cccc(NC(=O)C2CCN(S(=O)(=O)c3ccc4c(c3)NC(=O)CO4)CC2)c1	-8	-4	2	0.9	1.5	-1	3	i	8	0
Cc1sc2ncn(CC(=O)NCCCC(=O)N3CCN(c4ccccc4)CC3)c(=O)c2c1C	0	-4	76*	-0.2	-0.3	-3	0	i	3	0
CC(=O)Nc1ccc(-c2ccnc3c2CC(C)(C(=O)NCc2ccncc2)O3)cc1 (stereo not drawn)	·	8	1	-0.4	2.6	0	3	i	4	0
CCCC(=O)Nc1ccccc1-c1nnc(SCC)[nH]c1=O	-14	7	0	-0.8	-2.1	-8	12	i	8	0
Cc1ccc(OCC(=O)Oc2cccc(C)c2C)cc1	2	6	-3	-1.3	1.6	-3	6	i	10	-3
COc1ccccc1CC(=O)NC1CCN(Cc2ccccc2)CC1	-7	1	2	-0.4	-2.1	-6	4	i	-11	-2
O=C(COC(=O)c1ccccn1)Nc1ccccc1Cl	-7	1	0	-1.9	0.1	1	1	i	1	-2
O=C(Cn1cccc1C(=O)c1ccccc1)NCCc1ccc(Cl)cc1	-11	0	1	-0.5	0.8	-11	-6	i	3	1
C=CCSc1ncc(C(=O)OCC)c(N)n1	-1	1	-2	-1.4	3.1	2	2	i	0	-3
C/C(=N\NC(=O)c1nnn(-c2nonc2N)c1C(C)C)c1cc(C)sc1C	6	-4	-2	0.1	0.3	-1	-3	i	7	-2
CC(OC(=O)CSc1ccccc1)C(=O)NC1CCCCC1C (stereo not drawn)	2	1	0	-0.1	0.6	0	3	i	-6	0

CSN deneddyl inh: hit marks shown above.
SMILES	Scp-1 inhibitor	DNMT1 block	CSN deneddyl inh	TbMetRS inhib	LMPTP block	NadD inh	SUMO1-SIM PPI	Rpn11 inh	MLLE-PAM2 inh	STEP inh
Cc1sc2ncn(CC(=O)NCCCC(=O)N3CCN(c4ccccc4)CC3)c(=O)c2c1C	0	-4	76*	-0.2	-0.3	-3	0	i	3	0

Back to the main list, repeating the 2 entries before the break.
SMILES	Scp-1 inhibitor	DNMT1 block	CSN deneddyl inh	TbMetRS inhib	LMPTP block	NadD inh	SUMO1-SIM PPI	Rpn11 inh	MLLE-PAM2 inh	STEP inh
C/C(=N\NC(=O)c1nnn(-c2nonc2N)c1C(C)C)c1cc(C)sc1C	6	-4	-2	0.1	0.3	-1	-3	i	7	-2
CC(OC(=O)CSc1ccccc1)C(=O)NC1CCCCC1C (stereo not drawn)	2	1	0	-0.1	0.6	0	3	i	-6	0
O=C(COC(=O)COc1ccc(Br)cc1)NCc1ccccc1	-7	-1	-7	-0.1	0.1	-9	0	i	6	2
CC(C)C(=O)NCc1cc(-c2ccccc2)no1	6	-1	-5	0.1	-0.1	-10	-4	i	-10	-1
O=C(COc1ccccc1)NC(NC(=S)Nc1ccccc1O)C(Cl)(Cl)Cl (stereo not drawn)	-10	-10	-2	0.1	-0.1	-4	4	i	27	-3
COc1ccc(C(=O)NNC(=O)c2cccc3ccccc23)cc1	-12	-2	-4	-0.5	-0.8	-5	-21	i	14	-1
O=C(Cn1nnc(-c2ccc(Cl)cc2)n1)NC1CC2CCC1C2 (stereo not drawn)	-5	-4	1	0.2	0.3	-5	2	i	-4	2
CCC(=O)N(c1nnc(SC(C)C(=O)Nc2ccc(N3CCOCC3)cc2)s1)C1CC1 (stereo not drawn)	·	-4	2	-0.1	-0.9	6	3	i	0	-1
CCOc1cc(N2CCOCC2)c(OCC)cc1NC(=O)CN1C(=O)NC(C)(c2ccc(OC)cc2)C1=O (stereo not drawn)	-1	-3	2	-0.5	-0.9	1	0	i	-68	1
COc1cc(Br)cc(C(=O)N2CCc3ccccc32)c1OC	·	4	0	-0.1	-1.0	-2	8	i	2	0
CCOC(=O)N1CCN(C(=O)CN(c2ccc(Cl)c(C(F)(F)F)c2)S(C)(=O)=O)CC1	-2	1	1	-0.4	-2.3	-2	3	i	0	0
Cc1cccn2c(=O)c(/C=C(\C#N)C(N)=O)c(N3CCCCCC3)nc12	-4	-2	-2	-0.4	1.5	-2	-25	i	-9	1
CC1CCN(C(=O)C2CCC(C)(C(=O)O)C2(C)C)CC1 (stereo not drawn)	15	2	-7	-1.1	-1.3	-1	0	i	-1	-1
Cc1sc2nc(C(C)C)nc(SCC(=O)NCc3ccco3)c2c1C	10	3	3	-0.6	0.8	4	-1	i	-18	5
CC(C)c1ccc(S(=O)(=O)Nc2ccc(N3CCOCC3)cc2)cc1	3	-2	4	-0.4	1.1	3	1	i	7	-2
CCOC(=O)c1cc(C#N)c(N2CCNCC2)nc1C(F)(F)F	-10	1	3	-0.2	-2.0	-3	2	i	2	0
COc1cccc(OCc2nn3c(=O)c(-c4ccccc4)nnc3s2)c1	-5	-2	5	-1.4	0.5	3	-28	i	-8	-2
Cc1ccc2c(CSc3nnc(C4CC4)n3N)cc(=O)oc2c1	-7	2	0	0.0	-1.3	5	-5	i	-51	-1
CC(C)OCCCNC(=O)CN1CCN(Cc2ccc(Cl)cc2)C1=O	-15	-1	2	-0.5	-0.8	-2	-2	i	-2	-2
O=C(COc1ccc(Cl)c(Cl)c1)NN1C(=O)C2C(C1=O)C1C=CC2C12CC2 (stereo not drawn)	5	-2	4	0.6	-1.7	-5	-3	i	-12	-1
OC[C@@H](O)[C@@H](O)[C@H](O)[C@@H](O)CO	7	2	4	1.0	-1.9	3	-1	i	-3	0
CCCC1c2ccsc2CCN1C(=S)NC (stereo not drawn)	-6	3	3	-0.6	-1.2	-8	3	i	-134	2
Cc1ccc(NC(=S)Nc2ncccc2C)c(C)c1	-2	5	4	-0.9	0.7	2	0	i	37	3
COc1ccc(C=CC(=O)C=CC=Cc2ccccc2)cc1	3	11	6	-0.2	0.7	13	2	i	-9	-8
COc1ccc(NC(=O)C(NC(C)=O)C(=O)NCc2ccccc2)cc1 (stereo not drawn)	-10	3	-1	1.0	0.1	3	-2	i	7	-3
CC(=O)N1CCc2cc(S(=O)(=O)NC(CC(C)C)C(=O)Nc3cc(C)ccn3)ccc21 (stereo not drawn)	-2	-1	3	0.1	-0.7	1	5	i	5	1
CCOc1ccc(NC(=O)NN2C(C)CCCC2C)cc1 (stereo not drawn)	3	0	-4	-0.6	-1.0	0	-3	i	2	-1
CNC(=O)c1cc(S(=O)(=O)Nc2ccc(C)cc2C)ccc1C	-13	0	-4	-0.7	0.4	-8	-5	i	-10	-1
COc1ccc2[nH]c3c(c2c1)CCN1C(=O)C(CC(=O)NCCC2=CCCCC2)C[C@H](C(=O)N(C(C)C)C(C)C)[C@@]31C (stereo partly drawn)	-1	-9	0	-0.6	2.4	-3	1	i	7	4
O=C(c1cccc(N2CCNC2=O)c1)N1CCCC(Nc2cccc(F)c2)C1 (stereo not drawn)	-6	2	-4	0.3	1.0	2	-3	i	-18	0
O=C1/C(=C/c2ccccc2Cl)SC(=S)N1CCC(=O)N1CCCCC1CCO (stereo not drawn)	-11	-1	6	-0.2	0.9	-4	-25	i	20	4
CC(C)Cc1nnc(NC(=O)CSc2ncn[nH]2)s1	-4	0	2	-1.6	-2.9	-3	-7	i	-1	0
CCOc1ccccc1CN1CCC(Oc2ccc(C(=O)NCc3ccccn3)cc2)CC1	-5	-4	-3	0.4	-0.2	0	0	i	-8	-1
CCCCNC(=O)C1(C)CCCCN1C(=O)c1cncc(Br)c1 (stereo not drawn)	·	-8	0	-0.1	-0.3	5	-3	i	-1	0
COc1ccc(NC(=O)Nc2c[nH]c(=O)[nH]c2=O)cc1	-8	2	-1	-1.2	-1.6	-5	10	i	-8	-3
CCCC(=O)C1=C(N(C)c2ccccc2)CC(C)(C)C(C(=O)OC)C1=O (stereo not drawn)	-7	1	4	-0.2	-1.8	-6	-3	i	-4	-1
Cc1cccc(N2CCN(C(=O)Cn3nc(C)n4cccc4c3=O)CC2C)c1 (stereo not drawn)	-11	4	4	-0.5	0.0	3	3	i	-8	0
CC(=O)N1CCN(CC(=O)c2ccc(Br)cc2)CC1	-1	-5	-13	0.3	-5.4	5	4	i	12	-3
NC(=O)c1ccc(NC(=O)C2CCCC2)cc1	13	7	3	-0.3	-1.2	-1	-8	i	2	6
CC(=O)N[C@H]1[C@H](OCc2ccccc2F)O[C@H](COC(C)=O)[C@@H](OC(C)=O)[C@@H]1OC(C)=O	-9	0	-2	-0.6	-1.8	-1	-7	i	9	2
COc1cc(/C=N/n2nnnc2N)ccc1O	-5	2	3	0.7	-2.2	1	-7	i	14	1
Cc1cc(C)n(-c2nc(NCCO)c3c4c(sc3n2)CCCC4)n1	-9	2	-2	-0.7	-1.8	3	0	i	8	-2

Compound activity (PubChem BioAssay)
